# Screens as filed in PubChem BioAssay.
# Thrombin inh – human alpha-thrombin inhibitors, primary screen, counter-screen for coagulation protease inhibitor project, biochemical, 1536-well, fluorogenic AMC substrate; Prothrombin (Homo sapiens), P00734; Boc-VPR-AMC fluorogenic substrate cleavage; inhibition, % at 5 µM; hit rate 0.26% among 220,000;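 active means inhibition at or above 40%; inactive means inhibition below 40%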;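 further: 0% = enzyme with no compound and 100% = wells without enzyme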
#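 System – human alpha-thrombin protein · Reagent – Boc-VPR-AMC substrate, 15 µM final · Compound – 5 µM single dose in 0.2% DMSO · Schedule – reaction at room temperature · Technique – AMC fluorescence at 355 nm excitation and 460 nm emission · Read-out basis – % inhibition relative to enzyme controls and enzyme-free blanks · Control set – no-compound enzyme wells and no-enzyme blanks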
# FXIIa inh 1536 – human FXIIa protease inhibitors, primary screen, biochemical, 1536-well; Coagulation factor XII (Homo sapiens), P00748; purified FXIIa, Boc-QGR-AMC fluorogenic substrate, 2 h; inhibition, % at 5 µM; hit rate 0.3% among 220,000; in the data active means inhibition above about 40%;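 further: 0% = enzyme with no compound and 100% = blank without enzyme; many of its hits are not listed in these tables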
# Runt-SMMHC FRET – inhibitors of RUNX1 Runt–CBFb-SMMHC binding, primary screen, biochemical, FRET, Cerulean-Runt, Venus-CBFb-SMMHC, uHTS. Runt-related transcription factor 1 (Homo sapiens) + Core-binding factor subunit beta …. Cerulean-Runt/Venus-CBFb-SMMHC FRET ratio 530/480, 1 h. inhibition, % at 20 µM. hit rate 0.74% among 220,000;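 active means mean inhibition across duplicate retests at 20 µM reaching about 50%, limit read from the data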;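 further: 0% = DMSO wells and 100% = wells with excess untagged CBFb-SMMHC; inhibitors lower the FRET ratio by blocking Runt binding to CBFb-SMMHC; some results filed as inactive read as strong as hits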
# 14-3-3 Bad inh – inhibitors of 14-3-3 zeta/Bad binding, primary screen, biochemical, TR-FRET, bovine 14-3-3 zeta; 14-3-3 protein zeta/delta (Bos taurus), P63103; TR-FRET 14-3-3zeta/Dy647-pBad peptide displacement, 1 h; inhibition, % at 21.7 µM; hit rate 0.71% among 220,000;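 active means inhibition above about 70%, limit read from the data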;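 further: 0% = full 14-3-3 plus peptide FRET controls and 100% = background without 14-3-3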
# Target sequence (P63103 whole entry, looked up): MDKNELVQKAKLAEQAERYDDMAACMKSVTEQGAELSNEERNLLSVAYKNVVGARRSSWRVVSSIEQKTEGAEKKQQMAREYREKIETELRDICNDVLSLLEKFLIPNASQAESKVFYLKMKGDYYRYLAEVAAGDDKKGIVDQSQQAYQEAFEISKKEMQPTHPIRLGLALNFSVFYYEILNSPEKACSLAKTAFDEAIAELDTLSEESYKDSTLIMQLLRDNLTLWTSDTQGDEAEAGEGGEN
# hK5 inh – human KLK5 protease inhibitors, primary screen, biochemical, 1536-well | recombinant hK5, fluorogenic AMC substrate cleavage | Kallikrein-5 (Homo sapiens), Q9Y337 | inhibition, % at 5 µM | hit rate 0.59% among 210,000;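 active means inhibition of 40% or more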;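 further: 0% = enzyme controls without compound and 100% = no-enzyme blanks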
# Target sequence (Q9Y337 67-293 limits assumed): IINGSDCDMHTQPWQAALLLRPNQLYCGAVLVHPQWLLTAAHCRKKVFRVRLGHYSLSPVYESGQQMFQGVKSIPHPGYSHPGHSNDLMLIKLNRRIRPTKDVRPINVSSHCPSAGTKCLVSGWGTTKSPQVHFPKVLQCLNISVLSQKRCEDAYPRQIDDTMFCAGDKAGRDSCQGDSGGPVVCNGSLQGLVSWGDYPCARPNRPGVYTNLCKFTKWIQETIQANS
# Hck-Nef inh – inhibitors of Nef-activated human Hck kinase, primary screen, biochemical, Z-Lyte FRET, 384-well, Hck-YEEI | inhibition, % at 20 µM | Recombinant Hck-YEEI plus Nef, Z-Lyte FRET kinase assay | AID 463187, 2010 | hit rate 0.68% among 220,000;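 active means Hck-Nef kinase inhibition above about 50%, limit read from the data; inactive means inhibition below that limit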;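 further: 0% = DMSO with Hck plus Nef and 100% = Hck alone without Nef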
# Target sequence (P08631 whole entry, looked up): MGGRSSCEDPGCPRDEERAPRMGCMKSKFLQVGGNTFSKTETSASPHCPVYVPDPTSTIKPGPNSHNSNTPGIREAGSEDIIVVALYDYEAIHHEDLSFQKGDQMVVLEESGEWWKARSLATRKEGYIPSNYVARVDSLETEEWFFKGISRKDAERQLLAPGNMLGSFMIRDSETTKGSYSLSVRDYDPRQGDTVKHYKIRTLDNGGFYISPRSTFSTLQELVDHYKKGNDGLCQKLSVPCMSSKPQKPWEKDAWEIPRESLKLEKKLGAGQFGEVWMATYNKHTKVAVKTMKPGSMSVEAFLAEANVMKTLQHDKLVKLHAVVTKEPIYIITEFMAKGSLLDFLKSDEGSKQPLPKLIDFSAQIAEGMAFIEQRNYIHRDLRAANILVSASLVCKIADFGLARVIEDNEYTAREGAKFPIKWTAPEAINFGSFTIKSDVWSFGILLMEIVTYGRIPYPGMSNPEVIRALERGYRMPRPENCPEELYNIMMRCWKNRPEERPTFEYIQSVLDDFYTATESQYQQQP
# FXIa inh – human FXIa protease inhibitors, primary screen, biochemical, 1536-well; AID 798, 2007; inhibition, % at 5 µM; hit rate 0.14% among 220,000; purified FXIa, Boc-Glu-Ala-Arg-AMC fluorogenic substrate;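 active means inhibition of at least 40%; inactive means inhibition below 40%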;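 further: fluorescence of freed AMC excited at 355 nm; 0% = enzyme without compound and 100% = no enzyme blank; many of its hits are not listed in these tables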
# Wee1 stabilizer – Wee1 degradation inhibitors, primary screen, cell-based, HeLa, Wee1K328M-luciferase, luminescence | Wee1-like protein kinase (Homo sapiens), P30291 | HeLa Luc-Wee1K328M stability; 100% = proteasome inhibitor MG132 effect | reporter increase, % at 5 µM | hit rate 1.2% among 220,000 | AID 1321, 2008;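 active means activation above the mean of all tested compounds plus 3 SD, set per screening run, cut at about 8.8% in these data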;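 further: cells exposed to compound for 20 h before luminescence read; 0% = DMSO alone and 100% = MG132 at 30 µM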
# Runt-CBFb FRET – inhibitors of RUNX1 Runt–CBFb binding, primary screen, biochemical, FRET, Cerulean-Runt, Venus-CBFb, uHTS | hit rate 0.46% among 220,000 | Runt-related transcription factor 1 (Homo sapiens) + Core-binding factor subunit beta … | inhibition, % at 20 µM | Cerulean-Runt/Venus-CBFb FRET ratio 530/480, 1 h;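 active means inhibition over about 50% at 20 µM in the single-dose screen, limit read from the data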;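 further: 0% = DMSO wells and 100% = excess unlabeled CBFb competitor control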
#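 Measured by: fluorescence energy transfer, 422 nm excitation, 530/480 nm emission; Assay system: Cerulean-Runt domain; Medium: Tris pH 7.5 buffer with BSA; Measure: loss of energy transfer signal; Controls: 5 µM unlabeled CBFb as full-inhibition high control; Incubation: protein complex preformed 1 h, compound exposure 1 h, room temperature, dark.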
# Starred values were filed as active, the others as inactive; / = not tested or not shown; [ ] = another dose, or the depositor's remark. An unsorted share of the library, and some 4.2% of all compounds hit somewhere here.
SMILES,Thrombin inh,FXIIa inh 1536,Runt-SMMHC FRET,14-3-3 Bad inh,hK5 inh,Hck-Nef inh,FXIa inh,Wee1 stabilizer,Runt-CBFb FRET
O=C(NCCN1CCN(c2ccccc2F)CC1)c1cccn2c(=O)c3ccccc3nc12,3.0,5.1,-20.9,-0.8,-11.1,-0.2,2.4,-0.8,-11.2
Fc1ccc(Cn2c(SCc3ccc(F)c(C(F)(F)F)c3)nnc2C(F)(F)F)cc1,-4.9,9.8,-2.3,-4.8,11.7,1.9,-5.2,0.0,0.3
O=C(NC(=S)NCC1CCCO1)c1ccc(Br)o1 (centres undefined),-1.7,-6.0,0.6,-1.8,-24.2,5.0,-2.2,1.1,3.2
CCN(CC)S(=O)(=O)c1cc(C(=O)c2nccn2C)ccc1Cl,1.1,10.7,-1.2,-1.6,2.3,19.6,0.4,1.5,0.0
COc1ccc(Cn2nnnc2C(c2cc3cc(C)ccc3[nH]c2=O)N2CCN(C)CC2)cc1 (centres undefined),18.7,4.1,/,-2.5,-4.6,14.1,-5.1,-1.1,/
O=C(c1cc2c([nH]c1=O)CCCC2)N1CCc2c([nH]c3ccccc23)C1c1ccccc1F (centres undefined),-3.5,6.2,3.2,-7.3,-109.9,10.2,-5.1,-1.3,-0.7
COCCNC(=O)C(c1cccnc1)N(Cc1ccc(C)cc1)C(=O)Cn1nnc2ccccc21 (centres undefined),-0.8,4.1,4.8,7.6,-2.7,24.7,1.5,1.1,0.4
O=C(N/N=C/c1ccc(OC(F)F)cc1OC(F)F)NC1CCCCC1,-5.7,6.5,-6.1,-1.2,2.6,-0.7,-2.4,-0.8,-4.6
CC(C)c1ccc(/C=N/N2CCN(c3ccccn3)CC2)cc1,-6.5,-0.4,2.6,-7.4,11.3,4.3,-5.5,-0.5,0.5
OC1(c2cccs2)CN(c2ccc(Cl)cc2)C2=[N+]1CCCC2 (centres undefined),5.8,10.4,3.5,-4.3,-18.2,-7.4,-4.2,1.5,0.9
Cc1cccc(NC(=O)Cn2cc(C(=O)c3ccco3)c3ccccc32)c1,-0.7,11.6,-4.5,4.0,2.8,-5.3,8.5,-1.5,-1.2
C/C(=N/NC(=O)c1ccncc1)C1=C(O)CC(C)(C)CC1=O,3.4,9.9,0.4,-2.5,-0.7,22.5,2.9,-1.3,0.5
O=C(Nc1cccc([N+](=O)[O-])c1)c1ccc(CSc2ccccc2)cc1,-3.4,0.0,-6.8,-1.4,-3.6,-1.3,-18.1,-1.8,1.0
COc1ccc(NC(=O)CSc2ccc(-c3cccs3)nn2)c(OC)c1,-12.2,9.1,-8.7,-14.0,-5.2,14.5,-3.1,1.0,1.2
COc1cc(/C=C/C(=O)N2CCCN(C(=O)/C=C/c3cc(OC)c(OC)c(OC)c3)CC2)cc(OC)c1OC,-4.2,5.7,-1.5,-5.5,3.3,23.2,-1.0,1.1,0.9
Cc1cc(N2CCN(C)CC2)n2cc(-c3ccc(F)cc3)nc2n1,1.9,13.2,-1.4,7.3,-26.0,0.7,2.1,2.0,-1.3
Cc1ccc(OCC(=O)N/N=C\c2ccc(O)cc2)c([N+](=O)[O-])c1,0.9,1.1,-4.0,-15.2,-3.6,20.6,-4.6,-2.5,0.9
CCCCn1nnc(NC(=O)c2sc3cc(Cl)ccc3c2Cl)n1,1.4,13.2,-2.6,4.7,-2.9,2.2,1.7,-1.0,-0.1
C/C(=N\Nc1ncc(Cl)cc1Cl)c1ccc(C#N)cc1,-1.9,7.0,1.9,-6.7,12.1,-4.0,-2.8,-0.9,0.5
OC(CN1CCN(c2ccccn2)CC1)Cn1c2ccc(Cl)cc2c2cc(Cl)ccc21 (centres undefined),-6.6,1.2,-1.2,-6.7,-17.0,1.2,-2.2,-1.2,-0.9
O=C(Cc1ccccc1)NC1(O)C(=O)c2ccccc2C1=O,1.9,9.3,-0.3,3.9,1.9,16.7,2.0,-3.2,0.6
C=C1[C@@H](C)C2[C@H](Cc3ccccc3)NC(=O)[C@]23OC(=O)CC[C@H](O)CCC[C@H](C)C/C=C/[C@H]3[C@@H]1O (some centres undefined),1.4,6.2,0.6,-5.8,0.5,28.7,2.9,/,1.0
O=C(NCC(c1ccco1)N1CCOCC1)c1cccc([N+](=O)[O-])c1 (centres undefined),4.2,7.0,3.2,6.9,-6.2,6.4,-2.1,-0.4,-1.9
CC1=CC(C)(C)N(C(=O)CSc2nnc(C)s2)c2ccc(C)cc21,1.3,-0.9,-2.8,-0.1[fluorescence artefact?],14.9,1.0,-17.4,-0.5,0.0
COc1ccc(N=c2oc3cc(O)ccc3cc2C(=O)NCC2CCCO2)cc1 (centres undefined),3.9,2.6,64.1*,1.1,-4.5,44.6,-1.1,0.5,81.7*

# As a working copy, part of the list above:
SMILES,Thrombin inh,FXIIa inh 1536,Runt-SMMHC FRET,14-3-3 Bad inh,hK5 inh,Hck-Nef inh,FXIa inh,Wee1 stabilizer,Runt-CBFb FRET
O=C(NCC(c1ccco1)N1CCOCC1)c1cccc([N+](=O)[O-])c1 (centres undefined),4.2,7.0,3.2,6.9,-6.2,6.4,-2.1,-0.4,-1.9
CC1=CC(C)(C)N(C(=O)CSc2nnc(C)s2)c2ccc(C)cc21,1.3,-0.9,-2.8,-0.1[fluorescence artefact?],14.9,1.0,-17.4,-0.5,0.0
COc1ccc(N=c2oc3cc(O)ccc3cc2C(=O)NCC2CCCO2)cc1 (centres undefined),3.9,2.6,64.1*,1.1,-4.5,44.6,-1.1,0.5,81.7*

# Next part:
SMILES,Thrombin inh,FXIIa inh 1536,Runt-SMMHC FRET,14-3-3 Bad inh,hK5 inh,Hck-Nef inh,FXIa inh,Wee1 stabilizer,Runt-CBFb FRET
CCCCOCCCNC1=NCCCCC1,4.0,22.3,2.1,7.2,12.5,-0.2,11.7,-0.7,-0.7
O=C(NCCC1=CCCCC1)C1CCCN(S(=O)(=O)c2cccc3cccnc23)C1 (centres undefined),-6.6,15.0,-2.3,14.2,-4.2,1.3,5.6,-1.9,0.8
CCOC(=O)C(Cc1ccccc1)NC(=O)Cn1nnc(-c2ccccc2)n1 (centres undefined),-1.9,2.9,-0.5,57.2,1.0,0.7,-8.8,-2.1,-1.8
O=C(CSc1nnnn1Cc1ccccc1)NCC(=O)c1ccccc1,-9.9,-13.1,1.7,-9.8,-22.7,-0.6,-10.0,-2.2,1.2
NC(=S)NNC(=O)[C@@H]1CCCC[C@@H]1C(=O)O,-1.5,10.4,-0.4,-5.4[fluorescence artefact?],-12.8,6.8,4.8,2.5,0.2
COc1cc(O)c(C(CCN2CCN(c3ccccc3)CC2)c2ccc(N(C)C)cc2)c(OC)c1 (centres undefined),-8.2,0.6,3.1,-1.1,-2.9,12.2,-4.2,/,2.9
c1ccc(Cn2ccnc2SCc2nnc(-c3ccccc3)o2)cc1,0.4,16.3,-4.2,-5.4,-14.9,-8.4,6.9,-1.8,3.4
O=C(Nc1nc2ccccc2[nH]1)C1CCCC1,-8.2,/,0.1,-8.4,-3.2,-15.6,-3.4,-0.6,-0.9
CC(C)(C)SCCNC(=O)/C=C/c1cccc([N+](=O)[O-])c1,-9.0,2.4,1.9,-6.0,-7.3,3.0,0.2,1.5,-1.8
O=C([C@H](Cc1ccc(O)cc1)n1cc(CCO)nn1)N1CCNCC1,5.0,13.8,-18.6,0.5,5.1,41.5,3.5,3.7,0.3
O=C(CSc1nc2ccccc2c2nc3ccccc3n12)NCc1ccco1,-3.0,1.4,-2.5,46.4,-10.3,81.6*,-9.4,-0.7,-0.8
COc1cccc(SCC(=O)N2CCN(c3ccccc3)CC2)c1,14.8,27.4,1.9,0.0,14.2,1.6,8.0,1.2,-1.1
CCOC(=O)CCCc1c[nH]c2ccccc12,-4.8,-9.2,2.7,-15.3,-16.8,0.4,11.9,-0.6,2.1
NCCCC(N)(C(=O)O)C(F)F (centres undefined),-2.9,6.0,1.1,-1.8,-11.2,-3.4,6.9,1.6,0.2
COC(=O)c1ccc(N2CCN(c3ccccc3)CC2)c(NC(=O)C2CC2)c1,-3.0,-16.2,-2.4,-12.1,0.7,1.6,-9.2,-1.7,1.7
COc1ccc(C(=O)N2CCN(S(=O)(=O)c3ccc(F)cc3)CC2)cc1OC,1.4,11.8,-1.9,0.8,-0.2,14.2,-2.2,-1.6,-0.6
CCn1c(-c2ccccc2)c(C(=O)O)c2ccccc21,-4.5,-19.5,-6.6,-14.6,-0.4,-1.3,-10.5,4.0,-1.9
CSc1ccc(-c2nnn(Cc3ccccn3)n2)cc1,1.2,18.2,-0.6,1.5,16.1,0.5,3.8,-1.9,-0.2
CCCn1c2ccccc2c2nnc(SCC(=O)OCC)nc21,1.4,2.8,0.3,7.7,-6.5,0.3,-10.8,-0.8,-1.3
O=C(O)C1CC=CCC1C(=O)Nc1cccc(Cl)c1Cl (centres undefined),-5.8,2.7,1.3,38.7,2.3,5.9,-8.4,-1.0,-3.2
Nn1c(COc2ccccc2)nnc1SCC(=O)O,-11.6,-3.4,-2.1,0.9,-29.0,-0.3,-7.0,-1.3,-0.7
CCOC(=O)c1[nH]c2ccccc2c1NC(=S)Nc1ccccc1,43.0*,14.7,-8.3,-2.5,-9.1,24.7,6.1,0.5,-5.4
Cn1cccc1CC(=O)N/N=C/c1cccc2ccccc12,7.6,10.5,-5.8,-13.4,-14.1,0.2,10.3,6.3,-0.8
COc1ccc(CN2CCN(CC=C(C)C)C(CCO)C2)cc1Cn1cncn1 (centres undefined),-8.8,12.3,-2.2,-10.8,-0.4,26.6,-1.6,4.4,-1.4
Cc1ccc(S(=O)(=O)N(C)/N=C/C=C/c2ccccc2)cc1,-2.8,4.7,-1.7,-3.9,-8.7,2.4,-0.1,-1.4,0.9
O=C(CSCC(=O)N1CCOCC1)Nc1nc(-c2ccc3c(c2)OCO3)cs1,2.0,10.9,-0.6,2.0,-2.6,0.7,7.2,-0.4,1.9
O=C(Cn1nc(Cc2cccnc2)c2ccccc2c1=O)N1CCN(C(=O)c2ccco2)CC1,-2.5,26.7,2.2,-2.8[fluorescence artefact?],-4.4,-0.1,22.5,5.0,0.5
Cc1cccc(C)c1-n1c(C)cc(/C=N\NC(=O)CC(=O)NC2CCCCC2)c1C,-6.0,5.5,1.9,-2.3[fluorescence artefact?],-1.7,1.8,0.4,-0.4,-1.4
Cc1ccccc1-n1c(SCC(=O)N2CCN(c3ccccc3)CC2)nnc1-c1ccncc1,-4.3,-16.5,3.3,-12.2,0.3,1.0,-3.2,2.5,0.1
